Source: PubChem
procasp3 activ – activators of human procaspase-3 | recombinant procaspase-3 D3A, Ac-DEVD-pNA absorbance 405 nm | AID 463141 | P42574 | 330,000 tested, 0.11% active | activation, % at 8.5 µM;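 active = activation above the mean of all tested compounds plus 3 SD, cut at about 21% in these data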;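 note: 0% = DMSO alone and 100% = DMSO wells spiked with extra 5 µM PC-3 D3A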
Target sequence (P42574 whole entry D9A/D28A/D175A): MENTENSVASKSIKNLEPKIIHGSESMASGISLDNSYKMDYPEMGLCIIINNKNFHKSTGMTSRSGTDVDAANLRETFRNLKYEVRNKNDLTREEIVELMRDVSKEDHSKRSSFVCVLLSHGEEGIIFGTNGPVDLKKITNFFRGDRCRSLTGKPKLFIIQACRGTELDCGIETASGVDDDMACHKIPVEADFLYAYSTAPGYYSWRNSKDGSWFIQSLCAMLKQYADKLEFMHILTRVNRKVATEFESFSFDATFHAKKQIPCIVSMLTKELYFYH
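Compound: 8.5 µM single point, 0.8% DMSO / Material: Autoprocessing-dead procaspase-3 D3A mutant enzyme / Timing: 1 h preincubation plus 2 h reaction at 25 °C / Medium: Zinc-free HEPES/NaCl buffer with 0.01% Triton X-100 at pH 7.4 / Technique: 405 nm absorbance of p-nitroaniline, reads at 0 and 120 min / Repeats: one well per compound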
LAP4 TOR yeast – alters LAP4-GFP fluorescence in TOR pathway yeast screen. GFP response vs DMSO, % at 10 µM. S. cerevisiae LAP4-GFP multiplex, flow cytometry GFP, 3 h; median GFP as percent of DMSO wells. 320,000 tested, 0.34% active;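 active = GFP response vs DMSO above a set limit, about the screen mean plus 3 SD, cut at about 150% in these data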
RPL19A-GFP yeast – alters RPL19A-GFP fluorescence in TOR pathway yeast screen; AID 2025; S. cerevisiae RPL19A-GFP strain, flow cytometry, 3 h; active compounds read low; percent response vs DMSO, % at 10 µM; 330,000 tested, 0.3% active;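 active = percent response vs DMSO below 50%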;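 note: median channel GFP fluorescence of the barcoded RPL19A-GFP strain; ratio of sample median GFP to plate DMSO average so 100% = DMSO; lower means less RPL19A-GFP as with rapamycin TOR inhibition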
AHR act – human AHR activation; AHR-responsive luciferase reporter cells, luminescence; activation, % at 5 µM; 320,000 tested, 2.5% active; in the data active = activation above about 47%;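 note: 0% = vehicle wells and 100% = reference agonist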
MEP2-GFP yeast – alters MEP2-GFP fluorescence in TOR pathway yeast screen; GFP response vs DMSO, % at 10 µM; S. cerevisiae MEP2-GFP strain, flow cytometry GFP, 3 h; 100% = DMSO control level; 330,000 tested, 0.51% active;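 active = GFP response versus DMSO above a set limit, roughly screen mean plus 3 SD, cut at about 180% in these data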;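 note: median GFP fluorescence of the barcode-gated MEP2-GFP cells per well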
procasp7 counter – counter-screen for procaspase-3 activators: activators of human procaspase-7. 330,000 tested, 0.093% active. P55210. activation, % at 8.5 µM. AID 463210. recombinant procaspase-7, Ac-DEVD-pNA absorbance 405 nm; D23A/D198A/D206A triple mutant, cannot self-cleave; scale: DMSO 0, 5 µM enzyme 100;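 active = percent activation above the screen-wide mean plus 3 SD, cut at about 25% in these data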
Target sequence (P55210 whole entry D23A/D198A/D206A): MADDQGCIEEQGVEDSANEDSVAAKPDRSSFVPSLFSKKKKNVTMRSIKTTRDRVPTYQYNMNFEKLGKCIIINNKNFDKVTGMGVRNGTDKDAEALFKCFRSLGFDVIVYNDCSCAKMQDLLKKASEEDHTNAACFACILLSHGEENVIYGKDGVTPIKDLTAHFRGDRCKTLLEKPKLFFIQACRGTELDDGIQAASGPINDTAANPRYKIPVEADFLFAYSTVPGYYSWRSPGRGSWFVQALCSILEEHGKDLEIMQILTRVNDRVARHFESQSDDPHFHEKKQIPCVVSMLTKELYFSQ
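System: Procaspase-7 triple mutant (PC-7 D3A); measure: % activation from two-timepoint absorbance difference, scaled to controls; times: 1 h compound preincubation, 2 h substrate cleavage, 25 °C; also added: Ac-DEVD-pNA substrate, 400 µM as added; measured by: Epi-absorbance of released pNA at 405 nm, two timepoints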
JMJD2C inh – blocks human GASC-1 demethylase activity; Q9H3R0; GST-JMJD2C(1-420) H3K9me3 demethylation, DELFIA europium; inhibition, % at 2.35 µM; 330,000 tested, 0.069% active;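 active = more than half of a compound's replicate wells show inhibition beyond 50%, single wells judged on their own value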;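 note: signal counts dimethyl H3K9 product captured on neutravidin plate; 0% = median of DMSO wells and 100% = 0.3 times that DMSO median; strong numbers were not always called active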
Target sequence (Q9H3R0 1-420 limits assumed): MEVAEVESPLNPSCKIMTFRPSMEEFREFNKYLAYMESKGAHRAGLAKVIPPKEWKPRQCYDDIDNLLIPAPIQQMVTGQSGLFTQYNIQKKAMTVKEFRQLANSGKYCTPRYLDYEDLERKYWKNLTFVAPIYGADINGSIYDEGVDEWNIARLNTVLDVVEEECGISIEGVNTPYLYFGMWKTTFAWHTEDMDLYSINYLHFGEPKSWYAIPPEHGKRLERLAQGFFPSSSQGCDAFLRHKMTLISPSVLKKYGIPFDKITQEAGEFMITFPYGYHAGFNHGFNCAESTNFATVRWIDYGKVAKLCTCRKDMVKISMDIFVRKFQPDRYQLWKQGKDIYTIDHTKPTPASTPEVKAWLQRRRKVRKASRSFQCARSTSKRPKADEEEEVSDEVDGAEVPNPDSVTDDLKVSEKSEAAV
CR mimetic SO – yeast age-related superoxide inhibition as caloric restriction mimetic | AID 2690 | superoxide response (% of plate mean), % at 10 µM | S. cerevisiae aged cells, superoxide DHE fluorescence; active compounds read low | 330,000 tested, 0.18% active;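 active = superoxide response under a set limit, about three screen SD below normal, cut at about 65% in these data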;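 note: yeast aged for seven days with compound at 30 °C before DHE staining; 100% = average MFI of all compound-treated wells on the plate with controls excluded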
* hit, by the source's call; · = not tested or not shown; & = joins results of further samples. Outcome played no part in choosing rows (roughly 3.8% active in at least one column).

Molecule | procasp3 activ | LAP4 TOR yeast | RPL19A-GFP yeast | AHR act | MEP2-GFP yeast | procasp7 counter | JMJD2C inh | CR mimetic SO
CC1=C(C(=O)OC2CCCCC2)C(c2ccc(F)cc2)NC(=O)N1 (stereo not given) | -5.9 | 92.5 | 102.4 | 0.4 | 102.7 | -12.1 | -12.1 | 96.6
OCCNCC1(O)C2CC3CC(C2)CC1C3 (stereo not given) | -2.3 | 85.1 | 86.4 | 7.9 | 88.4 | 7.2 | -5.7 | 98.3
CCC1CCCCN1CCCNC(=O)C(C)n1nc(C)c2sc3ccccc3c2c1=O (stereo not given) | 1.7 | 88.5 | 97.3 | 2.8 | 94.6 | -6.4 | 0.9 | 74.0
COc1cccc(-c2nc(-c3ccncc3)no2)c1 | -5.3 | 97.6 | 101.9 | 7.7 | 103.3 | -2.2 | 1.1 | 94.2
COCc1ccc(C(=O)NC(C)c2cnn(-c3ccccc3C)c2C)o1 (stereo not given) | 1.5 | 106.6 | 99.7 | 1.0 | 99.8 | 3.5 | 8.3 | 95.2
Cc1cc(SCC(=O)NN)c2cc(Br)ccc2n1 | -10.7 | 96.9 | 100.0 | 15.0 | 108.5 | -14.0 | -4.7 | 125.0
COc1ccc(Cl)cc1-c1nc(-c2ccc(NC(=O)c3ccncc3)cc2)no1 | -6.1 | 104.6 | 101.0 | 5.6 | 103.5 | 2.6 | 2.7 | 95.9
CN(C(=O)CSc1ncc(C(F)(F)F)cc1Cl)c1c(N)n(Cc2ccccc2)c(=O)[nH]c1=O | 6.1 | 95.0 | 102.3 | 0.4 | 98.0 | 9.3 | -3.3 | 105.9
CC1CCN(c2oc(-c3ccccc3F)nc2C#N)CC1 | 4.0 | 99.4 | 96.8 | 1.7 | 104.7 | -7.4 | -37.7 | 92.9
CSc1ccc(/C=C2\C(=N)N3N=C(CC(=O)N4CCCCC4)SC3=NC2=O)cc1 | -0.2 | 92.3 | 98.5 | 1.7 | 100.6 | 5.0 | -5.3 | 101.6
CN(C)S(=O)(=O)N1CCCC(C(=O)c2ccc(-c3ccccc3)cc2)C1 (stereo not given) | -1.6 | 101.3 | 96.6 | 0.7 | 100.0 | 8.6 | -26.2 | 101.4
COc1cc(C(=S)N2CCOCC2)ccc1OC(=O)c1cc([N+](=O)[O-])c(C)c([N+](=O)[O-])c1 | 0.9 | 102.7 | 102.3 | -0.9 | 102.9 | -1.8 | -9.5 | 116.5
C=CCc1ccccc1OCC(O)CN1CCOCC1 (stereo not given) | -6.9 | 98.6 | 105.2 | 1.3 | 100.9 | 2.2 | -15.0 | 91.7
COc1ccc(C(=O)N2CCC(n3c(C)nc4cc(F)ccc43)CC2)cc1 | 9.7 | 92.9 | 99.2 | 2.4 | 95.4 | 8.0 | -2.8 | 77.4
Cc1ccc(C(=O)Nc2ccc(N3CCOCC3)nc2)cc1 | 5.7 | 99.2 | 101.1 | -1.6 | 102.3 | 7.0 | 2.2 | 89.3
CCCCc1ccc(N=N/C(C(=O)Nc2cc(OC)c(NC(C)=O)cc2OC)=C(/C)O)cc1 | 0.7 | 97.8 | 103.3 | 9.6 | 106.8 | 8.8 | -11.3 | 94.3
O=C(CCc1ccccc1)Nc1cccc([N+](=O)[O-])c1 | 5.7 | 109.0 | 96.5 | 11.4 | 95.2 | 2.9 | -11.2 | 107.7
Nc1ccc(C(=O)Nc2ccc(NC(=O)c3ccco3)c(O)c2)cc1 | 5.3 | · | 82.5 | -5.3 | 89.9 | -2.9 | 3.1 | 112.3
O=C(CSc1nnc(NC(=O)C2CC2)s1)NCc1ccccc1 | 3.4 | 90.0 | 102.3 | -1.0 | 99.2 | -1.6 | 20.0 | 99.9
COc1ccccc1CNc1ccc(CNc2ncn[nH]2)cc1 | 10.6 | 90.7 | 110.2 | 3.8 | 110.3 | 3.4 | 0.5 | 103.8
O=C(Cn1cccn1)N1CCCC(Nc2ccc(F)c(F)c2)C1 (stereo not given) | 4.2 | 84.1 | 92.0 | 2.5 | 86.8 | 6.4 | 4.4 | 96.0
Oc1ccc(/C=C/c2ccc3ccccc3n2)cc1 | -2.1 | 95.7 | 92.4 | -1.9 | 99.0 | -6.4 | -8.0 | 89.6
Cn1ncc(Cl)c1C(=O)N1CCOCC1 | 0.5 | 93.7 | 101.8 | -0.4 | 106.0 | 6.6 | 0.1 | 67.6
O=C(COC(=O)c1ccc(Cl)c(S(=O)(=O)N2CCCC2)c1)NC1CCCCC1 | -3.5 | 92.6 | 88.0 | 0.9 | 98.1 | 10.5 | -0.2 | 96.3
CC(C)CCOc1ccc(C(=O)NN2C(=O)NC3(CCCCC3)C2=O)cc1 | 11.6 | 102.9 | 97.6 | -1.4 | 98.6 | -4.6 | 13.2 | 93.0

Sorted by the number under RPL19A-GFP yeast (descending): 3 of the compounds above.
| compound | RPL19A-GFP yeast |
| --- | --- |
| O=C(CCc1ccccc1)Nc1cccc([N+](=O)[O-])c1 | 96.5 |
| O=C(Cn1cccn1)N1CCCC(Nc2ccc(F)c(F)c2)C1 (stereo not given) | 92.0 |
| O=C(COC(=O)c1ccc(Cl)c(S(=O)(=O)N2CCCC2)c1)NC1CCCCC1 | 88.0 |

Next entries follow:
Molecule | procasp3 activ | LAP4 TOR yeast | RPL19A-GFP yeast | AHR act | MEP2-GFP yeast | procasp7 counter | JMJD2C inh | CR mimetic SO
COc1cc(/C=N/Nc2nncc3ccccc23)cc(OC)c1OC | -3.0 | 90.7 | 97.9 | 8.4 | 99.2 | -6.4 | -6.1 | 89.5
COc1ccccc1C(c1nnnn1Cc1ccco1)N1CCN(c2cccc(C)c2C)CC1 (stereo not given) | -7.9 | 104.9 | 110.8 | 0.6 | 106.9 | 6.4 | 7.8 | 86.7
O=C(NC(=S)NCc1cccnc1)c1cc(Br)ccc1Cl | -2.3 | 97.0 | 100.1 | 10.7 | 107.0 | -5.5 | 3.7 | 97.1
COc1ccccc1NC(=O)Nc1nc(CC(=O)N2CCN(c3ccccc3)CC2)cs1 | 1.2 | 89.2 | 93.8 | 26.3 | 98.1 | 3.8 | -6.2 | 100.8
Cc1cc(C(=O)Nn2c(C)nc3ccccc3c2=O)ccc1[N+](=O)[O-] | 0.3 | 99.5 | 100.5 | -1.6 | 101.9 | 5.5 | -8.5 | 105.4
O=C(CN1CCN(S(=O)(=O)c2cc(C(F)(F)F)ccc2Cl)CC1)N1CCc2ccccc2C1 | -4.8 | 102.6 | 98.0 | -0.1 | 101.8 | -0.7 | -1.3 | 91.5
Cc1cc2c3c(c1)C(C)CC(C)(C)N3C(=O)C2=C(C#N)C#N (stereo not given) | -0.6 | 105.2 | 93.0 | -2.6 | 89.8 | 10.3 | 8.7 | 102.4
CCOC(=O)Cc1c(Cl)c2ccccc2[nH]c1=O | -5.4 | 102.0 | 94.5 | -2.2 | 103.2 | -0.1 | -11.1 | 105.6
Cc1ccc(-c2nnc(NC(=O)c3ccco3)s2)cc1 | 11.5 | 93.5 | 102.2 | -1.0 | 104.2 | -3.4 | 2.0 | 102.0
COC(=O)c1[nH]c2cc(OC)ccc2c1N | -2.9 | 123.4 | 106.7 | 26.5 | 118.8 | 0.4 | 3.6 | 97.7
COc1ccc(C(=O)CC(Nc2ccc([N+](=O)[O-])cc2)c2ccc(OC)cc2)cc1 (stereo not given) | 3.0 | 102.5 | 97.8 | 0.7 | 102.7 | -0.9 | 4.0 | 93.3
CCN(CC)CCCNC(=O)CCc1c(C)n(CC)c2cc(-c3ccccc3OC)nn2c1=O | -1.6 | 91.3 | 91.5 | -0.3 | 93.3 | -0.1 | -2.1 | 98.1
Cc1cc(NC(=O)c2cc(-c3ccc4c(c3)OCO4)on2)n(-c2ccccc2)n1 | 9.0 | 109.4 | 105.9 | 1.7 | 106.4 | 5.2 | -73.6 | 94.5
O=C(CCNC(=O)Cn1ccc2ccccc2c1=O)NCCN1CCc2ccccc2C1 | 4.2 | 93.2 | 98.2 | 8.7 | 100.4 | 1.2 | 8.4 | 96.3
O=C(Nc1ccc(-n2ccnc2P(=O)(O)c2ccccc2)cc1)c1ccccc1Cl | -2.2 | 95.3 | 105.1 | -2.1 | 99.2 | 13.7 | -2.4 | 90.5
O=c1c2ccccc2nnn1CSc1nc2sc3c(c2c(=O)n1CC1CCCO1)CCC3 (stereo not given) | 8.6 | 119.1 | 92.4 | 0.6 | 99.1 | -10.5 | -21.7&-3.4 | 108.2
CN1CCN(/C=C(\C#N)S(=O)(=O)c2ccc(Cl)cc2)CC1 | 8.5 | 103.0 | 95.5 | -2.0 | 99.0 | 1.2 | 5.7 | 115.6
O=C(CN1CCCC1c1cccs1)Nc1cccc(S(=O)(=O)N2CCCC2)c1 (stereo not given) | 5.4 | 103.2 | 99.1 | -0.1 | 101.1 | 3.6 | -3.9 | 89.9
Cc1ccc(NC(=O)CN2C(=O)NC3(CCc4ccccc43)C2=O)cc1Cl (stereo not given) | 6.2 | 105.3 | 97.9 | 5.4 | 101.8 | -4.4 | 9.4 | 106.8
CCN(CC)S(=O)(=O)c1cccc(C(=O)N[C@H](C(=O)OCC(=O)NC(=O)NC)C(C)C)c1 | -7.9 | 100.9 | 97.8 | 0.7 | 102.6 | -10.0 | 6.6 | 103.5
CCOC(=O)C1C(=O)N(O)CC1c1cccc(Oc2ccccc2)c1 (stereo not given) | -0.7 | 96.1 | 105.7 | 3.1 | 109.9 | -7.4 | -1.6 | 103.4
CC1=C(C(=O)OCc2ccccc2)C(c2ccccc2OC(F)F)NC(=O)N1 (stereo not given) | 2.5 | 100.5 | 93.1 | 0.7 | 101.9 | -2.8 | 5.6 | 102.1
COc1ccc(Cc2c(O)nc(SCC(=O)c3ccc(OC)cc3)[nH]c2=O)cc1 | -7.1 | 103.7 | 96.1 | -0.5 | 96.7 | 3.5 | 0.4 | 91.3
CCN(CC(=O)Nc1c(C(=O)OC)[nH]c2ccc(Cl)cc12)c1ccc2c(c1)OCO2 | -4.4 | 126.0 | 110.1 | 12.8 | 123.2 | -3.0 | 26.4 | 93.1
COc1ccc2ccccc2c1CNC(C)CCc1ccccc1 (stereo not given) | 0.5 | 81.5 | 110.5 | 0.9 | 108.5 | 18.8 | -0.7 | 99.8
COc1ccc(CCNC(=O)c2ccc3c(c2)N(Cc2ccc(F)cc2)CCS3)cc1OC | -1.0 | 104.7 | 95.3 | 11.2 | 86.2 | -5.0 | -7.6 | 96.2
Cc1ccc(-c2nc3sc4c(N)ncnc4c3c3c2CCCC3)cc1 | 1.9 | 94.7 | 103.1 | 2.9 | 106.1 | 7.9 | -3.7 | 102.3
Cc1nc2ccc(NC(=O)/C=C/C(=O)O)cc2nc1C | -17.6 | 96.8 | 91.2 | 12.3 | 94.4 | -9.8 | 6.6 | 108.8
O=C(COc1ccc(Cl)cc1Cl)OCC(=O)c1ccc[nH]1 | 2.9 | 96.9 | 97.7 | 1.1 | 102.0 | 9.1 | -5.4 | 102.9
